# MITF inh: human MITF inhibition, primary screen | O75030 | AlphaScreen MITF homodimerization, bead proximity signal | inhibition, % at 2.6 µM | 0.91% of 650,000 active; in the data active means inhibition above about 50%;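 further: 0% = vehicle wells with protein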
# Target sequence (O75030 whole entry, looked up): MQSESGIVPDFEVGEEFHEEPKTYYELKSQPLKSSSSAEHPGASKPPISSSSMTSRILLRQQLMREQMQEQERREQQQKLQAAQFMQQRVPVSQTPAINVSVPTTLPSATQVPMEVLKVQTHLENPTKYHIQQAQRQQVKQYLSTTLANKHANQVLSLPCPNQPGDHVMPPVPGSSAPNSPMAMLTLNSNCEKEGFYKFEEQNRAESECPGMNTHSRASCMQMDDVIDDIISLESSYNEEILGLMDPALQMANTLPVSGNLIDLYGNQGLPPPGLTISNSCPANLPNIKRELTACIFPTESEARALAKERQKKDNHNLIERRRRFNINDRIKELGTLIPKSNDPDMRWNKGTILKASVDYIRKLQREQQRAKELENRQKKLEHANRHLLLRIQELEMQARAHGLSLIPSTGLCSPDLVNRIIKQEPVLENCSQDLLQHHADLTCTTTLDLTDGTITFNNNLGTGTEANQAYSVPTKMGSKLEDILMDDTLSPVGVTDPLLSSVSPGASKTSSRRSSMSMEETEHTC
# TEAD-YAP block: TEAD-YAP interaction inhibition; HEK-TIYL cells, TEAD-Gal4/YAP UAS-luciferase luminescence; inhibition, % at 9.12 µM; 1.4% of 640,000 active; AID 1259422; in the data active means inhibition above about 32%;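 further: 0% = median of test compound wells and 100% = reference inhibitor wells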
# GPR151 activ: activators of human GPR151; activation, % at 11.2 µM; 1% of 650,000 active; PathHunter beta-arrestin GPR151 cells, luminescence; in the data active means activation above about 4.9%;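 further: 0% = median of compound wells and 100% = cells with positive control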
# Target sequence (Q8TDV0 whole entry, looked up): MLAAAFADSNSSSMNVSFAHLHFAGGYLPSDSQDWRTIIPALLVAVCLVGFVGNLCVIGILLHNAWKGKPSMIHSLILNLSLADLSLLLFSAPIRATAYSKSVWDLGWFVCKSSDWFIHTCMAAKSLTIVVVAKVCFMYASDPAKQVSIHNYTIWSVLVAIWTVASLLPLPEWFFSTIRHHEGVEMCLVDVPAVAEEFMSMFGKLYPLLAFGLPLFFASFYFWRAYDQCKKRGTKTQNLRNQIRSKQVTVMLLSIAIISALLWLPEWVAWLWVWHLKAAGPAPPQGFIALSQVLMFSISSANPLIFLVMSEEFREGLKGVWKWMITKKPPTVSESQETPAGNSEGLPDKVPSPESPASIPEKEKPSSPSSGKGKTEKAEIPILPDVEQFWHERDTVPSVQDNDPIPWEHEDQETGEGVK
# FBW7 activator: human FBW7 E3 ligase activation, primary screen. AlphaScreen FBW7–phospho-cyclin E peptide binding, activator screen. 0.13% of 650,000 active. normalized activity (activation), % at 26.1 µM. AID 1259310. Q969H0; in the data active means normalized activity above about 1.9%;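 further: purified mutant Fbw7 with reduced substrate affinity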
# Starred values were filed as active, the others as inactive.
SMILES,MITF inh,TEAD-YAP block,GPR151 activ,FBW7 activator
CCOCC(=O)N1CCC(C(=O)OCC)CC1,0.1,7.2,-0.6,-0.1
CCCc1[nH]n(-c2ccc(F)cc2)c(=O)c1C=NCCN1CCN(C(=O)c2ccccc2)CC1,10.2,9.4,0.3,0.5
Cc1ccc(Cl)c2cccnc12,7.8,8.3,0.2,0.1
CCOCCCNC(=O)Cn1ncc2c(C)n(Cc3ccccc3)c(C)c2c1=O,10.9,6.3,0.4,-0.2
O=C(Nc1ccc2ccccc2c1)c1n[nH]c(=O)c2ccccc12,7.2,-7.7,-1.3,-0.2
CN(C)c1ccc(CCNC(=O)c2ccc(Br)cc2)cc1,-10.8,-30.7,-1.4,0.0
Cc1ccc(NC(=O)COc2cc(Cl)ccc2Cl)cc1C,11.1,-4.5,-0.4,0.2
CCC(C)C(NC(=O)OCc1ccccc1)C(=O)NC(Cc1ccc(O)cc1)C(=O)OC (stereo unspecified),-11.9,6.8,0.6,-0.3
Nc1nonc1-c1noc(CCCN2C(=O)c3ccccc3C2=O)n1,7.7,25.0,-1.0,-0.2
COc1cc2c(cc1OC)Cc1cc(OC)c(OC)cc1Cc1cc(OC)c(OC)cc1C2,-8.4,0.9,0.1,0.0
CCc1cc2c(=O)c(Oc3ccccc3F)coc2cc1O,5.6,-3.6,0.2,-0.1
O=C1Nc2ccccc2/C1=c1/sc2n(c1=O)CCN=2,6.5,-3.3,3.7,0.0
Cc1cc(C(=O)Oc2ccc3c(C)cc(=O)oc3c2)ccc1[N+](=O)[O-],6.6,9.8,-0.3,0.0
COc1ccc(S(=O)(=O)Nc2ccc3c(c2)OCO3)cc1I,9.0,-0.5,-1.7,0.0
CC(C)(C)c1ccc(Oc2c(C(F)(F)F)oc3c(CN4CCCC4)c(O)ccc3c2=O)cc1,10.4,36.1*,-0.1,0.2
CCOc1ccc(NC(=O)CSc2nc3ccccc3n2S(=O)(=O)c2ccc(NC(C)=O)c(Cl)c2)cc1,1.3,3.9,1.7,0.0
CC1CCCN(S(=O)(=O)c2ccc(F)c(C(=O)NCCc3ccccc3)c2)C1 (stereo unspecified),6.9,-13.5,2.4,0.0
COCCNCC1C(Oc2ccc(Cl)cc2)C(=O)N1c1ccccc1C (stereo unspecified),-9.5,-9.4,1.4,0.1
CC(CCCC(C)(C)O)Nc1nc2nonc2nc1N(C)C (stereo unspecified),0.4,4.3,-0.4,0.0
O=C(Nc1ncc2c(n1)CC(c1ccccc1)CC2=O)c1ccc(F)cc1 (stereo unspecified),-18.4,-8.1,2.4,0.4
COc1cc(OC)cc(C(=O)NCCSc2ncc(-c3ccc(Cl)cc3)[nH]2)c1,-6.1,-3.4,0.8,0.0
Cc1[nH]nc2c1C(c1c[nH]c3ccccc13)C(C#N)=C(N)O2 (stereo unspecified),14.1,-15.1,0.1,0.1
COc1ccc2c(c1)CC(C(=O)Nc1ccc(-c3ccncc3)cc1OCCN(C)C)CO2 (stereo unspecified),17.1,2.5,-0.9,-0.7
NC(=O)c1ccc(-c2cc(Nc3ccccc3)ncn2)cc1,-3.9,-0.3,-0.8,0.1
O=C(Nn1cnnc1)c1ccccc1Br,11.3,0.5,0.4,0.8
NC1=[N+](CC(=O)c2ccccc2)CCC1,10.4,-10.9,0.5,0.1
CC(C)(C)C1CCc2c(sc(NC(=O)/C=C/c3ccco3)c2C(N)=O)C1 (stereo unspecified),1.1,-1.6,4.4,-0.1
CC1CN(C(=O)CCC(=O)NC2CCCC2)c2cc(Cl)ccc2O1 (stereo unspecified),-2.7,-4.1,-0.1,0.0
CC(C)c1ccc(OCC(=O)NCCCS(=O)(=O)N2CCc3ccccc3C2)cc1,1.0,2.1,8.2*,0.1
COC(=O)CNC(=O)c1sc2ncn(CC(=O)Nc3cccc(C(F)(F)F)c3)c(=O)c2c1C,-10.9,-2.0,0.3,-0.1
CCC(=O)Nc1ccc(NC(=O)c2cccc(Cl)c2)nc1,9.9,-39.9,-2.9,0.0
CC(=O)c1cccc(CN2CCN(Cc3cccc(C)n3)C(CCO)C2)c1 (stereo unspecified),-3.5,-10.2,-1.0,0.3
O=C(Nc1cc(C(=O)N2CCN(c3ccccc3)CC2)ccc1N1CC2CC(C1)c1cccc(=O)n1C2)c1ccccc1Cl (stereo unspecified),9.4,13.3,-1.1,0.0
CCN(CC)C(=O)c1cc2c(n(-c3ccc(Cl)cc3)c1=O)CC(C)(C)CC2=O,10.8,7.8,0.0,0.0
CCc1c(C)c2ccc(OCC(N)=O)cc2oc1=O,10.0,2.4,-0.4,0.1
Cc1cccc(-c2nnc3sc(NC(=O)c4ccc(F)cc4)nn23)c1,6.6,5.0,0.3,0.6
Nc1c(C(=O)N2CCN(c3ccccc3)CC2)sc2nc3cc4c(cc3cc12)OCCO4,9.7,3.7,0.7,0.0
COc1ccc(-c2cc(O)cc3sc(=O)oc23)cc1,12.1,-6.1,1.1,-0.2
N#Cc1cc2cc3c(cc2nc1NCCNC(=O)c1ccco1)OCO3,1.0,-4.7,1.9,0.0
O=C(CSc1nc2ccccc2o1)N=C1NC(=O)CS1,2.5,-12.2,0.0,-0.1
CCOc1ccc(N(C(C)C(=O)Nc2ccc(OC)cc2)S(C)(=O)=O)cc1 (stereo unspecified),-1.8,2.9,-1.1,0.0
Cc1nc(CN(C)C(=O)CC2(c3ccccc3)CC(=O)N(Cc3ccncc3)C2=O)cs1 (stereo unspecified),2.1,1.0,-1.4,0.0
COC(=O)c1c(C)[nH]c(C)c1-c1ccccc1Cl,-2.2,4.5,3.5,-0.2
Cc1cc(Nc2cccc(C(=O)O)c2)n2ncnc2n1,-4.9,-8.3,0.3,-0.4
COc1ccc(N2C(=O)CN(Cc3ccc(OC)c(OC)c3)C2=S)cc1,-1.2,-1.6,0.2,0.0

# A second format for part of the listing above:
# Values in the order – MITF inh | TEAD-YAP block | GPR151 activ | FBW7 activator
O=C(Nc1ccc2ccccc2c1)c1n[nH]c(=O)c2ccccc12
    7.2 | -7.7 | -1.3 | -0.2
COc1ccc(S(=O)(=O)Nc2ccc3c(c2)OCO3)cc1I
    9.0 | -0.5 | -1.7 | 0.0

# The list continues.
SMILES,MITF inh,TEAD-YAP block,GPR151 activ,FBW7 activator
N#C/C(=C\c1cccs1)C(=O)Nc1cccc2ncccc12,17.3,2.2,0.8,0.1
CCN(CC)c1ccc(C2CC(=O)C3=C(C2)Nc2ccccc2N(C(C)=O)C3c2ccco2)cc1 (stereo unspecified),2.1,22.1,-1.0,-0.3
COc1ccc2cc(C3CC(c4ccc(C)cc4)=NN3C(=O)c3ccccc3Cl)c(Cl)nc2c1 (stereo unspecified),-357.2,-15.8,-1.4,0.2
CCOC(=O)C1=C(C)N=C2SCC(=O)N2C1c1ccc(OC)c(Br)c1 (stereo unspecified),12.1,5.5,-1.2,0.0
CC(C)CCNC(=O)CN1C(=O)C2CC=CCC2C1=O (stereo unspecified),10.4,2.5,1.4,0.1
Cc1cc2cccc(C)c2nc1SCC(=O)Nc1nccs1,-2.6,-4.1,-0.2,-0.2
Cc1cccc(C)c1NC(=O)NC1CCCCC1,2.4,0.0,0.5,-0.1
CCOC(=O)CSc1ccc(C(=O)NCC2CCCO2)cc1[N+](=O)[O-] (stereo unspecified),9.0,2.0,2.1,0.1
CCOCCn1c(=NC(=O)CN2C(=O)c3ccccc3C2=O)sc2cc(Cl)ccc21,9.0,5.1,-1.3,0.0
O=C(Nc1cccc(F)c1)c1cccc(S(=O)(=O)N2CCCCC2)c1,-3.8,-2.2,0.1,-0.1
CC(=O)Nc1ccc(N=Cc2ccc(N3CCOCC3)cc2)cc1,-0.6,-4.3,1.9,0.1
Cc1ccc2nc(SCC(=O)N(C)C)[nH]c2c1,8.8,-61.9,-2.1,0.4
COc1ccc2c(c1)OC(C)CN(C(=O)CCN1CCCCC1=O)C2 (stereo unspecified),15.1,2.0,-1.8,0.7
O=C(Nc1cccnc1)C(=O)C1C(=O)Nc2ccccc21 (stereo unspecified),-2.2,3.5,0.5,-0.7
Cc1cccc(OCC(=O)Nc2cc(-c3nc4ncccc4o3)ccc2Cl)c1,10.0,-3.2,0.9,0.1

# 4 entries from above in a different format.
> COC(=O)CNC(=O)c1sc2ncn(CC(=O)Nc3cccc(C(F)(F)F)c3)c(=O)c2c1C
  MITF inh = -10.9 | TEAD-YAP block = -2.0 | GPR151 activ = 0.3 | FBW7 activator = -0.1
> CCC(=O)Nc1ccc(NC(=O)c2cccc(Cl)c2)nc1
  MITF inh = 9.9 | TEAD-YAP block = -39.9 | GPR151 activ = -2.9 | FBW7 activator = 0.0
> CC(=O)c1cccc(CN2CCN(Cc3cccc(C)n3)C(CCO)C2)c1 (stereo unspecified)
  MITF inh = -3.5 | TEAD-YAP block = -10.2 | GPR151 activ = -1.0 | FBW7 activator = 0.3
> O=C(Nc1cc(C(=O)N2CCN(c3ccccc3)CC2)ccc1N1CC2CC(C1)c1cccc(=O)n1C2)c1ccccc1Cl (stereo unspecified)
  MITF inh = 9.4 | TEAD-YAP block = 13.3 | GPR151 activ = -1.1 | FBW7 activator = 0.0

# Continued:
SMILES,MITF inh,TEAD-YAP block,GPR151 activ,FBW7 activator
CCOCCCn1c(=S)[nH]c2c(oc3ccccc32)c1=O,9.2,-11.7,-1.7,0.1
O=C(NNc1ccccc1)C1CCCCC1,-4.3,0.3,-1.1,-0.1
CCCNC(=O)COc1ccc2ccccc2c1,5.8,-53.6,-0.1,0.1
Cc1ccc(S(=O)(=O)NC(=NC(C)C)c2ccc(F)cc2)cc1,-3.5,-3.7,-1.3,-0.1
C=CCn1c(C)csc1=Nc1ccc(C(=O)O)cc1,21.0,-9.6,1.0,0.5
CCOC(=O)C(Cc1ccccc1)C(=O)Nc1nc2ccccc2s1 (stereo unspecified),43.1,-14.7,-1.0,0.0
Cc1cnc(-c2ccc(C(=O)N3CCN(C)CC3)cc2)nc1NCCCN1CCCC1=O,-4.4,4.8,-1.1,0.1
Cc1c([C@@H]2C[C@H]3CN(Cc4cccc(Cl)c4)C(=O)[C@]34CCCN24)cnn1C,-14.7,0.9,-0.4,0.1
COc1ccc(/C=C(\C#N)S(=O)(=O)c2ccc(Cl)cc2)c(OC)c1,10.2,2.0,2.3,0.0
CC(=O)c1cccc(NC(=O)c2ccc(N3CC4CC(C3)c3cccc(=O)n3C4)c(NC(=O)c3cccc(C(F)(F)F)c3)c2)c1 (stereo unspecified),-3.4,-5.0,0.6,-0.2
CCN(CC)C(=O)C1CCCN(c2cc(NCc3cccc(C(F)(F)F)c3)nc(N)n2)C1 (stereo unspecified),18.6,4.8,-2.1,0.2
O=Cc1ccc(C(=O)/C=C/c2ccc(Br)cc2)o1,4.0,-2.2,-1.1,-0.1
O=C(COc1ccc2c(c1)CCC2)Nc1nc2ccccc2[nH]1,2.4,-21.1,3.0,0.1
COc1ccc(/C=C/C(=O)Nc2ccc(OC(C)C)cc2)cc1,-0.8,-23.2,1.5,-0.2
COc1ccc(N/C=C(/C#N)c2nc(-c3ccc(OC)c(OC)c3)cs2)c(OC)c1,8.9,4.3,1.4,0.2
Cc1c(C(=O)N/N=C/c2cccc(Br)c2)nnn1-c1nonc1N,11.7,-3.8,0.9,0.1
CC(=O)Nc1ccc(-c2ccc(Nc3ccc(N4CCOCC4)cc3)nc2)cc1,19.4,7.7,-1.0,0.4
CC(C)(C)CC(=O)Nc1cccc(Br)c1,15.0,-0.6,-0.8,1.1
COc1ccc(C(c2nnnn2Cc2ccc(F)cc2)N2CCN(C)CC2)cc1 (stereo unspecified),-1.4,-1.2,-0.9,0.1
CC(=O)C1=C(O)C(=O)N(CCc2c[nH]c3ccccc23)C1c1ccccc1Cl (stereo unspecified),6.3,-2.8,0.1,-0.1
O=C(NCC(c1cccs1)N1CCc2ccccc2C1)c1ccc(F)cc1 (stereo unspecified),-1.2,10.2,-0.4,0.0
COCCCNC(=O)CC1C(=O)NCCN1Cc1ccc(F)cc1 (stereo unspecified),14.5,-2.7,-0.8,0.0
c1coc(-c2nnc(SCc3cccc4ccccc34)o2)c1,17.7,-15.1,0.6,0.0
Cc1ccc(-c2nc3ccccc3s2)cc1NC(=O)c1ccc(I)cc1,-7.0,-9.0,-0.4,0.1
CCOc1ccc(CN2CCNC(=O)C2CC(=O)NCc2csc(C)n2)cc1 (stereo unspecified),8.5,-1.0,-0.7,0.1
CCOc1ccc(/C=N/Nc2ccccn2)cc1OC,-5.1,-70.7,-2.3,-0.3
CCCCC(=O)Nc1c2c(nn1-c1ccccc1)CS(=O)C2 (stereo unspecified),11.6,6.7,0.5,-0.1
CN(C)CCOc1cc(-c2ccnc(N)n2)ccc1NC(=O)C1COc2ccccc2C1 (stereo unspecified),12.6,14.0,-0.7,0.2
COc1ccccc1N1CCN(CC(O)COCc2ccc3c(c2)OCO3)CC1 (stereo unspecified),15.8,4.5,0.2,0.0
Cc1c[n+]2ccsc2n1Cc1ccccc1C#N,-3.3,8.3,-0.6,-0.1
COc1cccc(CSc2nc3ccncc3[nH]2)c1,-2.7,69.1*,-1.2,-0.3
CCCC1=C(C(=O)OCC)C(c2ccc(OC)c(Br)c2)C(C#N)=C(N)O1 (stereo unspecified),13.4,7.5,-0.5,0.2
Cc1ccccc1OCC(=O)Nc1ccc(-c2nc3ccccc3o2)cc1,5.8,-14.6,-0.4,-0.1
N#Cc1c(N2C(=O)C3C4C=CC(CC4)C3C2=O)sc2c1CCCC2 (stereo unspecified),3.1,-0.8,3.2,-0.1
COc1cccc(C(=O)N2N=C(C)CC2(O)C(F)(F)OC(F)(F)F)c1 (stereo unspecified),1.1,-50.0,2.1,0.0
Cc1cccc(/N=C/c2nc(-c3ccc(Cl)cc3)oc2O)n1,4.8,9.4,-0.4,0.3
O=C(CSc1nc(=O)n(CCCO)c2c1CCCC2)N1CCCc2ccccc21,-1.5,7.9,1.5,0.0
CC(C)CCNC(=O)c1ccc2nc(-c3ccccc3)c(-c3ccccc3)nc2c1,0.8,2.9,3.4,-0.1
COc1cc(/C=N/Nc2nn3cnnc3c3ccccc23)ccc1O,4.8,7.4,-0.5,-0.1
